JMJD2A Tudor: qHTS Assay for Inhibitors of JMJD2A-Tudor Domain; Lysine-specific demethylase 4A (Homo sapiens), O75164; AlphaScreen JMJD2A-Tudor / H3K4me3 peptide binding; Potency, µM (doses to about 114 µM), for inactives: at the highest dose activity change, negative = inhibition, hits mostly inhibitors; actives 4.4% (n = 390,000); AID 504339, 2011; note: % is set by controls: 0 for no effect and ±100 for the full control effect; nearly all actives have a fitted effect of over 50% in size
Tb PGK inh: qHTS Assay to Find Inhibitors of Phosphoglycerate Kinase. PGK/GAPDH coupled, Kinase-Glo luminescence, 60 min. Potency, µM (top dose mostly 57.5 µM), for inactives: top-dose activity change, negative = inhibition, usual class: inhibitors. actives 0.043% (n = 380,000). AID 602233, 2012; note: % is set by controls: 0 for no effect and ±100 for the full control effect; nearly all actives have a fitted effect of over 60% in size
Target sequence (P07378 whole entry, looked up): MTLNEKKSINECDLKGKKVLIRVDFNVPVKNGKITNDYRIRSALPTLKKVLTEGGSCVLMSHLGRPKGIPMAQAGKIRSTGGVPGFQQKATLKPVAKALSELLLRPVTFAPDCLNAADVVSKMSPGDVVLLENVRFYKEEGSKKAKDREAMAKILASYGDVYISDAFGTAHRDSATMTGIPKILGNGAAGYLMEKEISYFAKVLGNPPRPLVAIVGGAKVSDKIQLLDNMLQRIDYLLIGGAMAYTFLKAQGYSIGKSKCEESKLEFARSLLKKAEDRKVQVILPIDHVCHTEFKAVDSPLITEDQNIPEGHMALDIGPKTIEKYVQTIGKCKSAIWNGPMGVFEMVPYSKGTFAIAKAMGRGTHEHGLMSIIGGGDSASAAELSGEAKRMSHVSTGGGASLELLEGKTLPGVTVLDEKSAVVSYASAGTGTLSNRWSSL
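Recombinant glycosomal PGK reaction used 1,3-bisphosphoglycerate generated in-well by GAPDH (100nM final) in 100mM TEA pH 7.6, 5mM MgCl2, 0.01% Tween-20. After 60 minutes at room temperature, ATP was read by Kinase-Glo Plus luminescence end-point.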
12-LOX inh: Primary qHTS assay for inhibitors of human arachidonate 12S-lipoxygenase (ALOX12): Round 2. Polyunsaturated fatty acid lipoxygenase ALOX12 (Homo sapiens), P18054. purified 12hLO, xylenol orange hydroperoxide absorbance. Potency, µM (series often up to 108 µM), without a hit: at the highest dose activity change, negative = inhibition, hits mostly inhibitors. actives 1.1% (n = 580,000). AID 1671190, 2021; note: % is set by controls: 0 for no effect and ±100 for the full control effect
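Hydroperoxide product was detected by ferrous iron/xylenol orange as the 573 to 405 nm absorbance ratio. Arachidonic acid at 40 uM (final) was turned over for 30 min at room temperature by 150 nM human 12hLO, pH 7.0 Hepes buffer, after 15 min compound preincubation.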
GLS inhibitor: qHTS for Inhibitors of Glutaminase (GLS) | Glutaminase kidney isoform, mitochondrial (Homo sapiens), O94925 | GLS enzymatic activity, qHTS titration | Potency, µM (titrated, usually from 45.5 µM), for the others: top-dose activity change, negative = inhibition, usual class: inhibitors | actives 0.21% (n = 410,000); note: % is set by controls: 0 for no effect and ±100 for the full control effect
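hKGA; 45 mM KH2PO4 pH 8.2 + 0.02% Tween-20; cpd via pin tool; 1 mM Gln soln; GluOx/HRP/Amplex Red; RT 30 min; fluor. t0 & final.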
RGS4 inhibitor: Inhibitors of Regulator of G Protein Signaling (RGS) 4: qHTS; AID 504845, 2011; actives 0.039% (n = 390,000); Potency, µM (doses to about 114 µM), for the others: at the top dose activity change, negative = inhibition, usual class: inhibitors; Transcreener GDP fluorescence polarization, RGS4-accelerated GTP hydrolysis; Regulator of G-protein signaling 4 (Homo sapiens), P49798; note: % is set by controls: 0 for no effect and ±100 for the full control effect; nearly all actives have a fitted effect of over 75% in size; some results filed as inactive show a strong effect at the top dose
Target sequence (P49798 whole entry, looked up): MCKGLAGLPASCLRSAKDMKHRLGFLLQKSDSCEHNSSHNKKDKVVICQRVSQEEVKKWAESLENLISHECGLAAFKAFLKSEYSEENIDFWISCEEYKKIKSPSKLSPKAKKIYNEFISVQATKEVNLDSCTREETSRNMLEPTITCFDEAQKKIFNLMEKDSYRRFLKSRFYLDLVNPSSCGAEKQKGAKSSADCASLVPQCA
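MLSMR compounds (23 nl, pin-transferred) preincubated 10 min at room temperature with a 500nM (2x) first reagent, then RGS4 at 900nM (2x) plus Transcreener GDP mix added; fluorescence polarization (620/688 nm) read before and after 90 min at 30 °C.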
Pin1 inhibitor: qHTS Assay to Find Inhibitors of Pin1 | Peptidyl-prolyl cis-trans isomerase NIMA-interacting 1 (Homo sapiens), Q13526 | Pin1 FP peptide displacement, HiFluor488, 10 min | Potency, µM (titrated, usually from 115 µM), inactives show at the top dose activity, negative = inhibition, hits mostly inhibitors | actives 0.009% (n = 390,000) | AID 504891, 2011; active = well fitted inhibition curve with a large enough effect in the polarisation, with a control signal flat, not every such curve was filed as active; inconclusive = small, poorly fitted or top-dose-only effect, or effect the other way, or a change in a side signal; inactive = no such curve, though single readings can be large or run the other way; the % refers to the polarisation; note: % is set by controls: 0 for no effect and ±100 for the full control effect
Target sequence (Q13526 whole entry, looked up): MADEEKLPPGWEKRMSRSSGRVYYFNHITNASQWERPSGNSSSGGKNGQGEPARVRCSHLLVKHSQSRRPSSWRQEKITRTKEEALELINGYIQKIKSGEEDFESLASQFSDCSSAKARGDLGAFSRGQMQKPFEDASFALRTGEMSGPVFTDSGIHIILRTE
HP1b chromo inh: HTS for Inhibitors of HP1-beta Chromodomain Interactions with Methylated Histone Tails; AlphaScreen HP1-beta / biotin-H3K9me3 peptide binding; actives 0.56% (n = 390,000); Potency, µM (titrated, usually from 114 µM), for inactives: at the highest dose activity change, negative = inhibition, usual class: inhibitors; note: nearly all actives have a fitted effect of over 70% in size; inactives centre near 23
Target sequence (P83916 whole entry, looked up): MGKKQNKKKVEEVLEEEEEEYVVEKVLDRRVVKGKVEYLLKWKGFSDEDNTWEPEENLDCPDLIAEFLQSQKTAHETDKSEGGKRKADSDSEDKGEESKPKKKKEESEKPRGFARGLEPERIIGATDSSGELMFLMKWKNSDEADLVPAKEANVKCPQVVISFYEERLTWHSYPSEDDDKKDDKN
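AlphaScreen: HP1-beta (50 nM) preformed 30 min with biotin-H3(1-18)K9me3 peptide (50 nM) in PBS pH 7.4, 0.01% Tween-20. Compound added for 30 min at RT, then streptavidin donor/nickel chelate acceptor beads (10 ug/mL) for 30 min.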
ERG Ets-DNA blk: qHTS for Small Molecule Inhibitors of the ERG Ets/DNA interaction; Transcriptional regulator ERG (Homo sapiens), P11308; fluorescence polarization, His-ERG Ets domain / labelled DNA; Potency, µM (titrated, usually from 76.9 µM), without a hit: top-dose FP activity, negative = inhibition, usual class: inhibitors; actives 0.028% (n = 370,000); AID 624246, 2012; active = well fitted inhibition curve with a large enough effect in the polarisation, with a control signal flat; inconclusive = small, poorly fitted or top-dose-only effect, or effect the other way, or a change in a side signal; inactive = no such curve, though single readings can be large or run the other way; the % refers to the polarisation;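 note: polarization taken with two DNA probes labelled with fluorescein and Texas red; % of control where 0% means no effect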
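His-tagged ERG Ets domain (1 uM in the protein solution; 300mM KCl, 50mM Tris-HCl, 1mM EDTA, 1mM DTT, pH 7.5) received compound, then a probe mix of 5 nM fluorescein-DNA and 100nM Texas-615-DNA. Fluorescence polarization was read for both dyes.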
TrxR1 inh: qHTS Assay for Inhibitors of Mammalian Selenoprotein Thioredoxin Reductase 1 (TrxR1): qHTS | Thioredoxin reductase 1, cytoplasmic (Rattus norvegicus), O89049 | recombinant rTrxR1, NADPH fluorescence consumption, selenite substrate | Potency, µM (highest dose often 114 µM), inactives show at the highest dose activity change, negative = inhibition, most hits filed as inhibitors | actives 1% (n = 390,000) | AID 588453, 2011; note: % is set by controls: 0 for no effect and ±100 for the full control effect; nearly all actives have a fitted effect of over 65% in size
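Rat TrxR1 (90 nM in the dispensed reagent) was pre-reduced with 400 uM NADPH for 5 min at room temperature, then incubated with compound for 15 min. After 400 uM selenite was added, NADPH fluorescence (Ex 340/Em 450 nm) was followed for 8 min.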
An asterisk follows results filed as active; i = inactive; ? = inconclusive; / = not tested or not shown; & = joins results of further samples; [ ] = another dose, or the depositor's remark. Unless noted, calls come from the whole dose curve; as a rule, active = well fitted curve in the direction sought with a large enough effect; inconclusive = small, poorly fitted or top-dose-only effect, or another doubt; inactive = no such curve, though single readings can be large; an effect the other way counts as inactive or inconclusive. Potency is the fitted concentration of half-maximal effect.

SMILES	RGS4 inhibitor	JMJD2A Tudor	Tb PGK inh	12-LOX inh	Pin1 inhibitor	TrxR1 inh	HP1b chromo inh	GLS inhibitor	ERG Ets-DNA blk
Cn1c2ccc(F)cc2c2nnc(SCCN3CCOCC3)nc21	5%	0%	-4%	?	1%	1%	52%[activator]	0%	7%
CCOC(=O)c1ccc(CN(Cc2ccccc2C)S(=O)(=O)c2ccc(F)c(C(=O)Nc3cccc(OC)c3)c2)cc1	9%	-14%	-6%	8%	-4%	4%[57.1 µM]	17%	10%	-1%
Cc1ccccc1CN1C(=O)C2(c3ccccc31)N(c1ccccc1)C(=O)CS2(=O)=O (configuration not stated)	-8%	-18%	i	-11%	1%	30%	42%	1%	0%
O=[N+]([O-])c1cccc(-n2nnnc2CN2CCCC2)c1	-13%	-7%	-4%	?	-6%	4%[57.1 µM]	23%	21%	-4%
Cc1ccccc1NC(=S)N(Cc1cccnc1)Cc1ccco1	5%	-12%	7%	5%	-2%	-3%[57.1 µM]	6%	0%	8%
O=C(C1CC1)N1CCc2cc(Br)cc(S(=O)(=O)NCCCN3CCCC3)c21	-3%	?	-7%	20%	2%	-9%	4%	-2%	-2%
COc1cccc(CN(C(=O)c2oc3ccc(Br)cc3c2C)C2CCS(=O)(=O)C2)c1 (configuration not stated)	17%	-18%	i	-23%	33%[activator]	18%	17%	4%	1%
Nc1nc(Nc2ccccc2Cl)cc(=O)[nH]1	19%	-9%	-3%	0%	1%	25%	3%	0%	-2%
COc1cccc(CNc2nnnn2C)c1	20%	0%	-1%	0%	-14%	20%[57.1 µM]	45%[activator]	3%	1%
COc1cc(/C=C/C(=O)c2ccc3c(c2)OCCO3)cc(Br)c1OCC(=O)N(C)C	?	?	-2%	-10%	17%	-16%	-13%[57 µM]	1%	38%[activator]
O=C(COc1ccccc1Cl)Nn1cnnc1	6%	-12%	2%	-3%	-5%	-4%	24%	8%	1%
Cc1ccc(C)c(NS(=O)(=O)c2ccc3c(c2)n(C)c(=O)n3C)c1	9%	-18%	0%	-1%	-4%	17%[57.1 µM]	15%	6%	3%
COc1ccc(OC)c(C(=O)N2CCCC(Nc3ccc(F)cc3)C2)c1 (configuration not stated)	10%	-19%	-9%	0%	-1%	-5%	3%	-1%	-1%
CS(=O)(=O)N(Cc1nnc(-c2cccs2)o1)c1ccc(Cl)cc1F	-17%[11.4 µM]	-11%[11.4 µM]	2%	-11%	4%	0%	-19%	-17%	1%
C/C(N)=C(/C#N)C(=O)CSc1nc2cc(Cl)ccc2c(=O)n1Cc1ccco1	3%	-24%	-11%	?	26%	-2%[57.1 µM]	1%	7%	6%
C#CCOCCOCCOCCNc1nc(N2CCOCC2)nc(N2CCN(C(=O)Cn3cc(CCCN=C(N)N)nn3)CC2)n1	17%	-4%	i	-8%	8%	-19%	30%	-4%	-1%
Cc1[nH]n(-c2cccc3ccccc23)c(=O)c1C=Nc1ccc2[nH]c(=O)[nH]c2c1	-27%	-27%	-1%	?	30%[activator]	13%[57.1 µM]	7%	17%	10%
CSCC[C@H](N)C(=O)NC[C@H]1CC[C@H](C(=O)N[C@@H](Cc2ccccc2)C(=O)O)CC1	0%	-2%	-5%	-22%	0%	26%	19%	2%	0%
COC(=O)c1ccc(COc2ccc3c(c2)CCC3)o1	-6%	88%[activator]	2%	0%	-1%	22%[11.4 µM]	132%[activator]	1%	-8%[15.4 µM]
COCC(C)n1c(SCC(=O)Nc2nccs2)nc2ccccc2c1=O (configuration not stated)	15%	-11%	-4%	6%	1%	7%	26%	6%	-6%
Cc1ccc(CN2CCC(c3nc4ccc(Cl)cc4[nH]3)CC2)cc1	-1%	-26%	-10%	?	0%	13%	10%	12%	/
COc1ccc(N=Cc2ccc(CNS(=O)(=O)c3ccc(Cl)cc3)o2)cc1	-13%	-20%	0%	41%[activator]	5%	-13%	8%	11%	-8%
CCCN(CC1CC1)c1nc(N)c2c(N)nc(OC)cc2c1C#N	-3%[11.4 µM]	5%[11.4 µM]	3%	92%[activator]	4%	11%[57.1 µM]	41%[activator]	-2%	?
Cc1cccc(CNC(=O)CCCN2C(=O)COc3ccc(C)cc32)c1	-6%	-19%	/	-11%	0%	-6%	-3%	2%	5%
Cc1ccnc(NC2OC(=O)c3ccccc32)c1 (configuration not stated)	10%	7%	0%	10%	-12%	27%[57.1 µM]	51%[activator]	5%	4%
Cc1cc(C)n2nc(N)c(N=Nc3ccc(Cl)cc3)c2n1	-22%	-23%	-7%	-9%	-5%	3%	21%	0%	3%
C/C(=N\n1cnnc1)c1ccccc1	-11%	-1%	-5%	9%	1%	12%	15%	-3%	-3%
CCC1Oc2ccc(C)cc2N(CC(=O)NCCN2CCOCC2)C1=O (configuration not stated)	7%	-17%	-8%	15%	-1%	18%	-4%	4%	9%
CCOc1ccccc1CNC(=O)CCC(=O)N1Cc2ccccc2Oc2ncccc21	-10%	-9%	0%	-7%	1%	15%	21%	-12%	3%
CCCCn1c2ccc(F)cc2c2nnc(NN)nc21	-5%	-34%	-8%	?	-7%	-26%	19%	10%	-6%
O=C1Nc2ccccc2C1=Nc1ccc(Br)cc1	-7%	-25%	-1%	?	0%	28%	-3%	9%	3%
Cc1cc(C=C2C(=O)c3ccccc3C2=O)c(C)n1-c1ccccc1	-4%	-22%	-8%	-16%	?	-3%	16%	7%	9%
CCCCCCOC(=O)NCC(O)c1ccccc1 (configuration not stated)	-1%	4%	0%	0%	-1%	23%	13%	6%	-11%
COc1ccnc(NCc2cccnc2)c1C#N	9%	-6%	-3%	-12%	-3%	16%[57.1 µM]	22%	0%	-1%
Cc1ccc(Oc2c(C(F)(F)F)oc3cc(OCC(=O)NC4CCCCC4)ccc3c2=O)cc1	13%	-4%	/	-13%	-6%	8%	17%	4%	-1%
Cc1ccc(C)c(NC(=O)CSc2nc3c(c(=O)n2C)SC(C)C3)c1 (configuration not stated)	16%	-18%	-10%	?	6%	5%	27%	6%	1%
CC(=O)Oc1ccc2cc(-c3ccccc3)c(=O)oc2c1	-11%	3%	-12%	0%&16%	-6%	8%[57.1 µM]	21%	0%	-15%
COc1cccc(N2CC(NC(=O)/C=C\c3ccc(OC)c(OC)c3)CC2=O)c1 (configuration not stated)	7%	-12%	1%	?	-12%	7%[57.1 µM]	42%[activator]	-5%	4%
CCCCN(CC)Cc1ccc(CNC(=S)Nc2cccc(F)c2)o1	-53%	-25%	i	-20%	2%	-34%	16%	0%	-3%
O=C1C2C(c3ccccc3)CC=CC2C(c2ccoc2)N1Cc1ccccc1 (configuration not stated)	-11%	-30%	/	/	?	-8%	6%	/	/

Structures listed so far containing a Cl atom (7):
SMILES	RGS4 inhibitor	JMJD2A Tudor	Tb PGK inh	12-LOX inh	Pin1 inhibitor	TrxR1 inh	HP1b chromo inh	GLS inhibitor	ERG Ets-DNA blk
Nc1nc(Nc2ccccc2Cl)cc(=O)[nH]1	19%	-9%	-3%	0%	1%	25%	3%	0%	-2%
O=C(COc1ccccc1Cl)Nn1cnnc1	6%	-12%	2%	-3%	-5%	-4%	24%	8%	1%
CS(=O)(=O)N(Cc1nnc(-c2cccs2)o1)c1ccc(Cl)cc1F	-17%[11.4 µM]	-11%[11.4 µM]	2%	-11%	4%	0%	-19%	-17%	1%
C/C(N)=C(/C#N)C(=O)CSc1nc2cc(Cl)ccc2c(=O)n1Cc1ccco1	3%	-24%	-11%	?	26%	-2%[57.1 µM]	1%	7%	6%
Cc1ccc(CN2CCC(c3nc4ccc(Cl)cc4[nH]3)CC2)cc1	-1%	-26%	-10%	?	0%	13%	10%	12%	/
COc1ccc(N=Cc2ccc(CNS(=O)(=O)c3ccc(Cl)cc3)o2)cc1	-13%	-20%	0%	41%[activator]	5%	-13%	8%	11%	-8%
Cc1cc(C)n2nc(N)c(N=Nc3ccc(Cl)cc3)c2n1	-22%	-23%	-7%	-9%	-5%	3%	21%	0%	3%

High-throughput results from PubChem BioAssay.

The list is partial. The share of hits here may be higher or lower than overall.
